Bioassay records deposited in PubChem by National Center for Advancing Translational Sciences (NCATS).
Shiga toxin inh = Shiga toxin inhibition. inhibition, % at 38.7 µM. 290,000 compounds, 9.2% hits. Vero cells, Shiga toxin protein synthesis inhibition reporter. AID 2315; in the data active = inhibition mostly above about 28%, no sharp cut-off; inactive = mostly below about 43%; also: 0% is about no effect
Cycloheximide cs = counter-screen for Shiga toxin inhibitors: cycloheximide protein synthesis inhibition; AID 2314; max response, %; 300,000 compounds, 12% hits; cell reporter, cycloheximide protein synthesis inhibition counterscreen; in the data active = max response mostly above about 13%, no sharp cut-off; inactive = mostly below about 14%; also: read at 38.3 µM for the half of the compounds with a filed dose; 0% is about no effect
Pf growth 48h = P. falciparum growth inhibition at 48 hours (one generation). P. falciparum luciferase growth in erythrocytes, 48 h. Potency, µM (top dose mostly 28.7 µM), without a hit: at the highest dose activity change, negative = inhibition, most hits filed as inhibitors. 310,000 compounds, 5.9% hits; also: potency is read from the fitted curve at half-maximal effect; % is scaled to controls: 0 for no effect and ±100 for the full control effect
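Firefly luciferase activity from engineered P. falciparum reports growth; inhibitors lower the luminescent signal. Cultures contained 2% hematocrit erythrocytes at 0.1% final parasitemia.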
Tb PYK inh = inhibitors of Trypanosoma brucei pyruvate kinase; Q57TT1; TbPYK enzyme, Kinase-Glo Plus ATP luminescence, 45 min; Potency, µM (doses to about 76.8 µM), inactives show at the top dose activity, negative = inhibition, usual class: inhibitors; 410,000 compounds, 0.12% hits; AID 624173; also: potency is read from the fitted curve at half-maximal effect; % is scaled to controls: 0 for no effect and ±100 for the full control effect; nearly all actives have a fitted effect of over 50% in size
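Assay buffer: 50 mM TEA pH 7.2, 100 mM KCl, 10 mM MgCl2, 0.05% BSA, 0.01% Tween-20. Pyruvate kinase from T. brucei plus substrate met compound, then ADP (130 uM final). Luminescence was read post 45 min RT.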
Pf growth 96h = P. falciparum growth inhibition at 96 hours | Potency, µM (top dose mostly 28.7 µM), for the others: top-dose activity change, negative = inhibition, actives largely listed as inhibitors | P. falciparum luciferase reporter growth, 96 h | AID 504834 | 320,000 compounds, 6.9% hits; also: potency is read from the fitted curve at half-maximal effect; % is scaled to controls: 0 for no effect and ±100 for the full control effect
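Plates of compound plus infected erythrocytes (2% hematocrit, 0.05% parasitemia final) incubate 96 hours, 37 C, 5% CO2. Detection reagent added; reduced luminescence from the parasites' luciferase reporter flags inhibition.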
HCV inhibitor = inhibitors of hepatitis C virus infection. Huh7.5.1 HCVcc-Cre infection, luciferase reporter, 44 h. Potency, µM (highest dose often 41.8 µM), for inactives: at the top dose activity change, negative = inhibition, usual class: inhibitors. 340,000 compounds, 3.4% hits. AID 651820; also: potency is read from the fitted curve at half-maximal effect; % is scaled to controls: 0 for no effect and ±100 for the full control effect
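HCVcc-Cre virus at an moi near 0.5 was added right after compound to cells cultured 4 h from seeding (1,000 cells/well). Luciferase activity was determined 44 h later, 15 min after substrate addition at RT.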
LmPK inhibitor = inhibitors of Leishmania mexicana pyruvate kinase | AID 1721 | 290,000 compounds, 0.37% hits | Q27686 | Potency, µM (highest dose often 57.5 µM), without a hit: at the top dose activity change, negative = inhibition, most hits filed as inhibitors | purified LmPK, Kinase-Glo ATP luminescence, 1 h; also: potency is read from the fitted curve at half-maximal effect; % is scaled to controls: 0 for no effect and ±100 for the full control effect
Target sequence (Q27686 whole entry, looked up): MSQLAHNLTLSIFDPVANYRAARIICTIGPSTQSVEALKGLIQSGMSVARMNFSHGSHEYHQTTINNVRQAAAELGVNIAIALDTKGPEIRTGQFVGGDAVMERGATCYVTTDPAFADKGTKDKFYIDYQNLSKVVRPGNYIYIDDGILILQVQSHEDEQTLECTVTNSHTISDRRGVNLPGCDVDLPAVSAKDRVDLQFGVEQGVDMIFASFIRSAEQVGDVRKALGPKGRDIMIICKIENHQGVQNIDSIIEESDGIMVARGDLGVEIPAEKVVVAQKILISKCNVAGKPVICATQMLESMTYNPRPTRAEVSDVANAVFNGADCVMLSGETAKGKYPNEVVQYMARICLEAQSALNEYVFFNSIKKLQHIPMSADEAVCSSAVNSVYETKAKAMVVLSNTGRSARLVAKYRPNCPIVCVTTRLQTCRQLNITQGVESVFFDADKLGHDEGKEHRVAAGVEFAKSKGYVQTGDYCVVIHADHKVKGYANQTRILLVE
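Purified LmPK (0.1 nM) converted ADP (0.1 mM) to ATP with PEP (0.5 mM) in imidazole buffer pH 7.2 with KCl and MgCl2, 1 h at room temperature. ATP was read by Kinase-Glo luminescence; data normalized to uninhibited and no-enzyme controls.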
An asterisk follows results filed as active; u = inconclusive; x = not tested or not shown; & = joins results of further samples; [ ] = dose if it differs, or a comment. Unless noted, calls follow the shape of the dose curve; as a rule, active = well fitted curve in the direction sought with a large enough effect; inconclusive = small, poorly fitted or top-dose-only effect, or another doubt; inactive = no such curve, though single readings can be large; an effect the other way counts as inactive or inconclusive. This is a random part of the collection; any-hit rate near 24%.

SMILES | Shiga toxin inh | Cycloheximide cs | Pf growth 48h | Tb PYK inh | Pf growth 96h | HCV inhibitor | LmPK inhibitor
COc1cc(OC)c(CN2CCCN(C)CC2)cc1Br | x | -1.3 | -1.2% | 21.2% | u | 7.08µM* | 2.3%
CC(OC(=O)c1nsc(Cl)c1Cl)C(=O)NCc1cccs1 (configuration not stated) | -13.5 | -1.6 | 10.0% | -0.2% | 18.6% | 8.0% | 1.7%
CCOc1ccc(C(=O)Nc2ncccc2Cl)cc1 | 70.6* | 41.8* | 77.7%[activator] | 1.4% | 47.0%[activator] | 1.5% | -6.9%
COc1ccc(OC)c(-n2c(C)cc(/C=C3\C(=N)N4N=C(CC(=O)N5CCOCC5)SC4=NC3=O)c2C)c1 | -0.7 | 0.7 | u | 1.4% | 11.7µM* | 4.0% | 0.1%
COC(=O)C1=C(COc2ccc(F)cc2)NC(=O)NC1c1ccc(C)cc1C (configuration not stated) | 9.8 | -2.7 | u | -15.4% | 0.0% | u | -2.6%
CCOC(=O)C1(Cc2ccccc2)CCN(Cc2ccc(COC)o2)CC1 | -14.7 | 0.5 | -8.1% | 3.5% | u | -0.5% | -4.5%
COc1ccc(S(=O)(=O)CC(=O)c2cc3cccc(C)c3oc2=O)cc1 | -2.7 | 6.9 | u | -4.5% | -21.2% | -2.7% | 4.4%
O=C(COC(=O)c1ccccc1)NCC1CCCO1 (configuration not stated) | 45.7* | 24.3* | 25.2% | -0.4% | x | 7.4% | 5.1%
O=C(CSc1cc(Cl)ccc1Cl)NCC1CCCO1 (configuration not stated) | -3.1 | -1.6 | 13.7% | 1.7% | 10.4µM* | -0.3% | -3.3%
Cc1nn(C)c(Cl)c1CN1CCC(CO)(CC2CCCCO2)CC1 (configuration not stated) | -21.5 | -2.6 | 6.8% | 2.9% | 16.1% | -1.3% | 1.6%
Cc1cc(NC(=S)N(CCCN2CCN(C)CC2)Cc2ccco2)ccc1Cl | 20.2 | -1.3 | u | -1.2% | 5.7% | u | 0.4%
Cc1ccc(S(=O)(=O)N2CCCCC2)cc1NC(=O)Cn1c(=O)cnc2ccccc21 | 16.3 | 4.0 | -25.1% | 2.6% | u | u | 1.1%
Cc1ccccc1NC(=O)CSc1nnc(Cc2ccccc2)c(=O)n1N | x | x | 33.0%[activator] | -3.7% | 8.6% | -15.0% | x
c1cnc(N2CCN(c3cnccn3)CC2)nc1 | 46.2 | -3.3 | 11.3% | -2.7% | u | 17.2% | 0.3%
COc1cccc(C(=O)Nc2ccccc2-c2ccccc2)c1 | x | x | u | -0.5% | -7.1% | -7.3% | x
COc1ccc(N2CCCC2)c(NC(=O)c2ccc(Br)o2)c1 | 1.4 | -0.8 | -12.9% | -8.8% | 16.2% | u | -12.8%
CCCCCCCCCCCCOC(=O)C[N+](C)(C)C | 34.0 | 7.3 | u | -9.1% | 0.0% | -6.0% | -0.8%
O=C(Nc1ccc(Cl)cc1)NC1CCCc2ccccc21 (configuration not stated) | -17.1 | 9.4 | 9.5% | -5.6% | u | u | 1.4%
Clc1cccc(Cl)c1-c1noc(-c2ccno2)n1 | -11.7 | 3.8 | u | -3.0% | 26.9% | 11.5% | 6.4%
COc1ccc2[nH]c3c(=O)n(CCc4ccccc4)cnc3c2c1 | 27.4 | 1.6 | 26.5% | -3.2% | 13.7% | 1.6% | 1.4%
O=C(CN1CCCC1)Nc1ccc(NC(=O)Nc2ccccc2Cl)cc1 | 50.3 | 24.5* | 0.0% | -3.7% | u | u | 0.2%
COc1ccc(C(=O)N/N=C(/C)c2ccc(N3CCCCC3)cc2)cc1 | 74.3* | 30.4* | -1.8% | -16.3% | 13.5% | -2.6% | -1.5%
COC(=O)CC1C(=O)NCCN1C(=O)c1ccc(Cl)cc1 (configuration not stated) | -8.1 | -3.2 | 7.0% | 2.6% | 9.8% | 6.2% | 0.0%
CC(C)(C)C(=O)Nc1cccc(-c2cc(-c3c(Cl)cccc3Cl)no2)c1 | 26.5 | 2.6 | u | 4.0% | u | -59.5% | 4.9%
Fc1ccc2nc(N3CCOCC3)sc2c1 | 107.5* | 34.6* | 79.5%[activator] | 3.1% | 104.9%[activator] | -7.6% | -11.1%[11.5 µM]
Later entries:
SMILES | Shiga toxin inh | Cycloheximide cs | Pf growth 48h | Tb PYK inh | Pf growth 96h | HCV inhibitor | LmPK inhibitor
COc1ccccc1OCC(=O)NCC1CCCN(C(=O)c2ccccc2SC)C1 (configuration not stated) | 11.2 | -2.0 | -19.3% | -23.3% | 1.9% | 0.5% | 0.2%
C=CCNc1nc(C(=O)OCC(=O)c2ccc(C)c([N+](=O)[O-])c2)cs1 | -2.0 | -1.8 | 7.8% | -1.6% | 0.2% | 22.2% | -0.1%
CCOC(=O)C1CCCN(c2c(C(=O)c3ccc(C)cc3)cnc3ccc(OCC)cc23)C1 (configuration not stated) | 0.8 | -2.0 | x | -3.4% | x | x | x
N#Cc1c(N2CCCC(O)C2)nc(N)c2c(N)nc3c(c12)CC(=O)N3C12CC3CC(CC(C3)C1)C2 (configuration not stated) | 15.9 | 4.1 | u | -18.6% | 0.208µM* | 3.98µM* | -4.6%
c1coc(CNc2c3c(nc4ccccc24)CCC3)c1 | 4.2 | -3.8 | u | -6.1% | -20.2% | u | 1.1%
C=CCOc1ccc(/C=C/C(=O)OCC(=O)NCC2CCCCC2)cc1 | x | x | 10.6% | -9.2% | 49.3%[activator] | 16.0% | x
CCC1(CC)Cc2ccccc2-c2nc(NCCO)[nH]c(=O)c21 | 15.2 | -2.5 | u | 0.8% | u | u | -1.9%
COC(=O)C1=C(C)NC(=O)CC1c1ccc(F)c(Br)c1 (configuration not stated) | -12.4 | -3.3 | u | -0.4% | 27.4% | u | 2.4%
O=C1CCC2(CC1)NC(=O)N(c1ccccc1)N2 | -13.4 | 1.5 | -16.2% | -2.3% | -8.2% | 11.6% | 0.2%
CCN(CC(=O)Nc1c(F)cccc1F)C(=O)c1cc2c(cc1Cl)N1CCCCCC1=NS2(=O)=O | x | x | 35.4%[activator] | -11.0% | 1.8% | 13.0% | x
Cc1ccc(C)c(Cn2nnc3c(=O)[nH]c(C4CCCN(C(=O)C5CCCCC5)C4)nc32)c1 (configuration not stated) | -12.7 | -3.8 | 6.57µM* | -6.3% | 2.6% | 4.7%&20.2% | 2.9%
CC(=O)Nc1ccc(OC(=O)c2cccs2)cc1 | 70.9* | 33.6* | 15.9% | -14.2% | x | 4.2% | 3.1%
CCCN(CC(=O)Nc1ccccc1C)C(=O)c1ccc(=O)n(Cc2ccccc2)n1 | x | x | u | -5.8% | u | 15.4% | x
O=C(COc1coc(CN2CCCc3ccccc32)cc1=O)Nc1cccc([N+](=O)[O-])c1 | x | x | u | 3.6% | 6.57µM* | u | x
O=C(/C=C/c1ccco1)NCC1COc2ccccc2O1 (configuration not stated) | 39.9 | 35.6* | 5.7% | -20.2% | -10.9% | 8.8% | -4.4%
CC1CCCC(C)N1NC(=S)Nc1ccc(OC(F)F)cc1 (configuration not stated) | -5.1 | 1.3 | u | -13.1% | -22.5% | -12.4% | -0.7%
O=c1[nH]c(/C=C\c2cccnc2)c([N+](=O)[O-])c(=O)[nH]1 | -13.6 | 5.3 | u | 5.3% | 54.8%[activator] | 26.8% | 0.1%
CCOC(=O)c1ccc(N=C2SC(C(=O)NC)CC(=O)N2CCc2ccccc2)cc1 (configuration not stated) | -2.8 | 1.9 | u | -4.2% | u | 5.2% | 8.9%
CNc1oc(-c2ccccc2Cl)nc1C#N | 48.2 | 17.0* | 36.3%[activator] | 3.4% | 52.6%[activator] | u | 0.9%
O=C(O)CSC12CC3CC(C1)CC(C(=O)O)(C3)C2 | -12.8 | -1.5 | x | -0.7% | u | 16.8% | 13.4%
COc1ccc(S(=O)(=O)Nc2cc(SCC(=O)O)c(O)c3ccccc23)cc1 | -8.5 | 1.5 | 4.15µM* | u | u | u | u
COC(=O)c1cnn(C(=O)c2cc(OC)ccc2Br)c1N | 13.9 | -1.0 | 2.7% | 3.9% | -2.1% | 11.0% | 3.6%
COc1cc(-c2nc(-c3ccc4c(c3)-c3ccccc3S4(=O)=O)c(-c3ccccc3)[nH]2)cc(OC)c1OC | 32.9 | 5.6 | 1.85µM* | -7.5% | 2.4% | 2µM* | 4.8%
Cc1ccc(NS(=O)(=O)c2ccc3c(c2)NC(=O)CC(=O)N3)cc1C | -3.1 | -4.4 | 122.0%[activator] | 2.4% | u | 8.1% | -4.7%
CCC1CCCCN1C(=O)NC(=O)c1ccccc1 (configuration not stated) | -1.0 | -2.4 | -5.9% | 0.7% | u | 0.1% | -13.0%
COc1cccc(C2CC(c3ccccc3C)n3nc(N)nc3N2)c1 (configuration not stated) | -4.2 | -2.4 | 4.7% | -3.3% | 14.2% | 19.1% | 4.3%
CCN(CC)c1ccc(/C=N/NC(=O)c2cnccn2)c(O)c1 | 62.2* | 28.1* | u | -1.5% | u | 3.55µM* | -6.3%
CCc1ccc2oc(=O)cc(CN3CCOCC3)c2c1 | -19.6 | -1.3 | -12.7% | -3.8% | x | 4.2% | -0.6%
CCN(CC)S(=O)(=O)c1ccc(OCC(=O)NCc2ccco2)cc1 | -14.0 | -0.4 | 2.5% | -3.7% | -12.6% | -5.6% | 1.1%
Cc1csc(Nc2ccccc2)[n+]1C | 67.4 | 36.4* | 35.6%[activator] | -7.8% | 38.1%[activator] | 7.1% | 2.6%

A second format for 8 compounds above.
| structure | Shiga toxin inh | Cycloheximide cs | Pf growth 48h | Tb PYK inh | Pf growth 96h | HCV inhibitor | LmPK inhibitor |
| --- | --- | --- | --- | --- | --- | --- | --- |
| O=C(/C=C/c1ccco1)NCC1COc2ccccc2O1 (configuration not stated) | 39.9 | 35.6* | 5.7% | -20.2% | -10.9% | 8.8% | -4.4% |
| CC1CCCC(C)N1NC(=S)Nc1ccc(OC(F)F)cc1 (configuration not stated) | -5.1 | 1.3 | u | -13.1% | -22.5% | -12.4% | -0.7% |
| O=c1[nH]c(/C=C\c2cccnc2)c([N+](=O)[O-])c(=O)[nH]1 | -13.6 | 5.3 | u | 5.3% | 54.8%[activator] | 26.8% | 0.1% |
| CCOC(=O)c1ccc(N=C2SC(C(=O)NC)CC(=O)N2CCc2ccccc2)cc1 (configuration not stated) | -2.8 | 1.9 | u | -4.2% | u | 5.2% | 8.9% |
| CNc1oc(-c2ccccc2Cl)nc1C#N | 48.2 | 17.0* | 36.3%[activator] | 3.4% | 52.6%[activator] | u | 0.9% |
| O=C(O)CSC12CC3CC(C1)CC(C(=O)O)(C3)C2 | -12.8 | -1.5 | x | -0.7% | u | 16.8% | 13.4% |
| COc1ccc(S(=O)(=O)Nc2cc(SCC(=O)O)c(O)c3ccccc23)cc1 | -8.5 | 1.5 | 4.15µM* | u | u | u | u |
| COC(=O)c1cnn(C(=O)c2cc(OC)ccc2Br)c1N | 13.9 | -1.0 | 2.7% | 3.9% | -2.1% | 11.0% | 3.6% |
